mIAP activ = increases mouse intestinal alkaline phosphatase activity; activation factor at 10 µM; muIAP, CDP-Star luminescence, 30 min; stronger effect = higher value; 1 = vehicle-only enzyme signal, 0 = enzyme-free wells; actives 0.24% (n = 330,000); AID 2805;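 active = activation factor of at least 2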; also: the source names both 10 and 20 µM as test concentration; values of inactives mirror those of a sister screen read the other way
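Assay system: mouse IAP enzyme / Compound: DMSO-dissolved test compounds / Timing: 30 min, room temperature / Measured by: luminescence from enzymatic CDP-Star hydrolysis / Control set: DMSO-only wells, enzyme-free buffer wells as negative control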
mIAP block = mouse IAP inhibition. actives 0.2% (n = 330,000). purified mouse IAP, CDP-Star luminescence, 30 min. inhibition, % at 10 µM;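 active = inhibition of at least 40% at 10 µM in the primary screen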;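 also: plate controls were DMSO with enzyme for no effect and no enzyme wells for full effect; values of inactives mirror those of a sister screen read the other way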
tim10-1 inh = tim10-1 yeast growth inhibition; S. cerevisiae tim10-1 ts strain growth, BacTiter-Glo, 24 h; inhibition, % at 20 µM; actives 2.2% (n = 330,000);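 active = inhibition of at least 40%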;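 also: mutant grown at 25 °C; 0% = DMSO wells with yeast and 100% = wells holding no yeast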
hIAP act = human IAP activation. activation factor at 10 µM. AID 2524. purified human IAP, CDP-Star luminescence, 30 min; stronger effect = higher value; 1 = vehicle-only enzyme, 0 = enzyme-free background. actives 0.16% (n = 330,000);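 active = activation factor of the enzyme at least 2-fold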; also: the source names both 10 and 20 µM as test concentration; values of inactives mirror those of a sister screen read the other way
TIM10 inh = growth inhibitors of TIM10 yeast strain; S. cerevisiae TIM10 strain growth, BacTiter-Glo luminescence, 24 h; inhibition, % at 10 µM; actives 1.4% (n = 330,000); AID 463195;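 active = inhibition of 40% or more at the single tested concentration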;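 also: wild-type TIM10 isogenic control strain grown at permissive 25 °C; 0% = DMSO yeast wells and 100% = minimal medium wells without yeast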
NALP3 yeast inh = NALP3 inhibition in yeast | Yeast reconstituted NLRP3/ASC/caspase-1, beta-gal luminescence, 24 h | actives 0.39% (n = 330,000) | inhibition, % at 10 µM;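 active = inhibition of 50% or more; inactive = inhibition below 50%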;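 also: plate controls were induced DMSO wells for no effect and uninduced yeast grown without galactose for full effect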
Apaf-1 inh = inhibitors of human Apaf-1 apoptosome; O14727; reconstituted apoptosome caspase-3 activity, DEVD-Rh110 fluorescence; inhibition, % at 20 µM; actives 0.71% (n = 330,000); AID 489030; active = inhibition of at least 40% at 20 µM;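 also: plate controls were DMSO wells for no effect and DEVD-CHO caspase inhibitor wells for full effect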
Target sequence (O14727 whole entry, looked up): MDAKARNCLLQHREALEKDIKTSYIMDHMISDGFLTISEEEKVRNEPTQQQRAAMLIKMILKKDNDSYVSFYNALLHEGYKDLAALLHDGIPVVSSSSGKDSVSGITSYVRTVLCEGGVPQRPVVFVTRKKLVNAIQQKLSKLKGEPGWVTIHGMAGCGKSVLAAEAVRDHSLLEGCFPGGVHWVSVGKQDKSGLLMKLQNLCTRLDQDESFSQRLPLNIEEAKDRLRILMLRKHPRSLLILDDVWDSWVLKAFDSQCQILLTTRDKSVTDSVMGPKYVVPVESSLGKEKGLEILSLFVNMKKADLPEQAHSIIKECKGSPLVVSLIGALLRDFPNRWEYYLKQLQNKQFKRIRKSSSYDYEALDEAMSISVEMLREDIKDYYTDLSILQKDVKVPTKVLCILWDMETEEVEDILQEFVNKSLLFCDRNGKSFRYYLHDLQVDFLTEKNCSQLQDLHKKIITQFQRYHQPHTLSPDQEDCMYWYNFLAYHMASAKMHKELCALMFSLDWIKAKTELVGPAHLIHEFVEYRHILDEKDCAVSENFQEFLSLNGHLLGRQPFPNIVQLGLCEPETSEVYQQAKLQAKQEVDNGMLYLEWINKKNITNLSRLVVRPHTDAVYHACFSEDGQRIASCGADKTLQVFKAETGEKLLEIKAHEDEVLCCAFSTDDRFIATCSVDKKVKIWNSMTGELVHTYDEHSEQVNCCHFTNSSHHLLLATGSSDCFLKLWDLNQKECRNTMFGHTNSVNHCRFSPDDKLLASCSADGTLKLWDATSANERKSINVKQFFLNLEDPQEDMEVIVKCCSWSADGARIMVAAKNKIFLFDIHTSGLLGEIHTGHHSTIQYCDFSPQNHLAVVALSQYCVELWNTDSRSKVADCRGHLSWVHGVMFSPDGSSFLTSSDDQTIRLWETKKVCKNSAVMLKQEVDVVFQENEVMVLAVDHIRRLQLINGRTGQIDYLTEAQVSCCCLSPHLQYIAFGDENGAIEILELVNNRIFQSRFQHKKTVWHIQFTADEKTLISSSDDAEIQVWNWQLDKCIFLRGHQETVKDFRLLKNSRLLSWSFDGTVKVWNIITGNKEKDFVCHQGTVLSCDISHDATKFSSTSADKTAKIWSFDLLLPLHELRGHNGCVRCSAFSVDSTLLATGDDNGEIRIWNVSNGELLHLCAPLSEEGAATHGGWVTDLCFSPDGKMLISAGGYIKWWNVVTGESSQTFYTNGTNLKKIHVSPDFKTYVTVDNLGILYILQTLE
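Material: reconstituted apoptosome with Apaf-1, cytochrome c, caspase-9, procaspase-3, dATP. Technique: Rh110 fluorescence intensity. Buffer or medium: pH 7.5 Hepes buffer with CHAPS, BSA, DTT. Times: 30 min plus 50 min, RT.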
ATG4B inh = blocks human ATG4B protease cleavage of LC3 substrate. Q9Y4P1. ATG4B cleavage of LC3-PLA2, NBD-HPC fluorescence, 1 h. inhibition, % at 8.33 µM. actives 0.51% (n = 340,000); in the data active = inhibition above about 40%
hIAP block = blocks human intestinal alkaline phosphatase; actives 0.12% (n = 330,000); P09923; AID 2544; purified IAP, CDP-Star luminescence, 30 min; inhibition, % at 10 µM;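 active = inhibition reaching a set limit with compound at 10 µM in the primary screen, cut at about 35% in these data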;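 also: plate controls were DMSO wells with enzyme for no effect and no-enzyme buffer wells for full effect; values of inactives mirror those of a sister screen read the other way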
* marks the source's active call; other numbers are inactive results; / = no result given.

SMILES | mIAP activ | mIAP block | tim10-1 inh | hIAP act | TIM10 inh | NALP3 yeast inh | Apaf-1 inh | ATG4B inh | hIAP block
Cc1ccc(N2C(N)=C(C#N)C3(C(=O)N(C)c4ccccc43)C3=C2CC(C)(C)CC3=O)cc1Cl (stereo not given) | 0.969 | 3.1 | 12.0 | 0.968 | -0.5 | -1.2 | 3.0 | -9.8 | 3.2
COc1ccc(CC(=O)Nc2nc3ccccc3[nH]2)cc1 | 1.02 | -2.3 | 6.0 | 1.38 | -10.7 | 0.2 | -15.3 | -7.0 | -38.3
COCCNC(=O)CCCn1c(=O)c2cc(OC)c(OC)cc2n(CC(=O)c2cccc(OC)c2)c1=O | 0.967 | 3.3 | 8.5 | 1.05 | 16.5 | -3.3 | -16.9 | -6.7 | -5.4
CC(=O)Nc1ccccc1OCC(=O)NCCC1=CCCCC1 | 1.03 | -3.1 | 15.7 | 1.14 | 4.6 | 4.5 | -2.4 | 4.4 | -13.6
Cc1cc(C)cc(NC(=O)C(Nc2ccccc2)c2ccccc2)c1 (stereo not given) | 1.66 | -66.0 | 32.1 | 0.895 | 36.0 | 24.6 | 4.8 | -10.0 | 10.5
CC[C@@]1(O)C(=O)OCc2c1cc1n(c2=O)Cc2cc3c(N)cccc3nc2-1 | 0.944 | 5.6 | -5.7 | 1 | -21.2 | 1.6 | 13.3 | -2.5 | -0.2
CCCCn1nc2cc(C(=O)NCc3ccc(OC(F)(F)F)cc3)ccc2c1OC | 1 | -0.2 | -24.8 | 0.967 | -21.1 | 19.2 | -1.2 | -2.0 | 3.3
O=C1C=C(Nc2cccc3cccnc23)c2ccccc2C1=O | 0.953 | 4.7 | 13.2 | 1.01 | 17.0 | 16.8 | 47.3* | 12.6 | -1.2
COc1cc(C(=O)OCC(=O)c2cc(C)n(CC3CCCO3)c2C)cc(OC)c1C (stereo not given) | 0.907 | 9.3 | 21.3 | 1.19 | 12.8 | 14.5 | 14.6 | 12.9 | -19.3
C=CCn1cc(C(=O)OC)c(=O)c2cc(S(=O)(=O)N3CCC(C)CC3)ccc21 | 0.961 | 3.9 | 12.9 | 1.19 | 6.3 | 13.5 | 1.3 | -5.1 | -19.3
COc1ccc(CN=Cc2[nH]c3ccc(Br)c(Cl)c3c2O)cc1 | 0.959 | 4.1 | 9.9 | 0.89 | 41.3* | 15.9 | 44.7* | -5.5 | 11.0
CCc1sc(C(=O)N2CCN(S(C)(=O)=O)CC2)cc1Br | 0.936 | 6.4 | 16.2 | 1.09 | -2.3 | -0.5 | -15.0 | 3.3 | -8.6
Cc1ccc(NC(=S)NCCc2ccccc2)c(C)c1 | 1.09 | -9.2 | 25.0 | 0.932 | 15.9 | 26.2 | 5.2 | -6.2 | 6.8
COC(=O)[C@H](C)NC(=O)Nc1ccccc1C(F)(F)F | 1.06 | -6.1 | 11.4 | 1.01 | 2.7 | -5.6 | -2.2 | -4.7 | -1.2
CC1(C)Cc2c(c(N3CCOCC3)nc3sc4c(NCC5CCCO5)nnnc4c23)CS1 (stereo not given) | 0.94 | 6.0 | 38.7 | 0.859 | 8.9 | 10.1 | 20.3 | -15.5 | 14.1
C=CCNC(=O)COc1ccc(S(=O)(=O)N2CCCC2)cc1 | 0.954 | 4.6 | -4.1 | 1.02 | 14.9 | 13.3 | -0.3 | 0.8 | -2.0
Cc1nonc1NC(=O)CSc1nc2c(C)cccc2cc1C#N | 1.19 | -18.6 | 9.9 | 0.919 | -12.5 | 5.9 | 1.1 | 0.6 | 8.1
CCn1c(SCC(=O)NCC2CCCO2)nnc1-c1ccc(S(=O)(=O)N2CCN(C)CC2)cc1 (stereo not given) | 1.02 | -1.9 | -11.1 | 1.08 | 9.6 | 7.3 | -3.9 | -7.1 | -8.2
COc1ccc2cc(S(=O)(=O)Nc3ccccn3)ccc2c1 | 0.948 | 5.2 | -19.7 | 1 | 11.2 | 10.4 | 2.6 | -3.1 | -0.4
COC(=O)C1CCN(C(=O)Cn2nnc(-c3ccccc3)n2)CC1 | 0.912 | 8.8 | -7.5 | 0.94 | -0.2 | 28.2 | 0.6 | -2.9 | 6.0
O=C(N/C(=C\c1ccco1)C(=O)N1CCCCC1)c1ccc([N+](=O)[O-])cc1 | 0.973 | 2.7 | 4.1 | 1.05 | 4.0 | 9.9 | -9.1 | -5.2 | -5.4
Cn1c(Cc2nc(-c3cnccn3)no2)nnc1SCC(=O)Nc1ccccc1 | 1 | -0.3 | 9.8 | 0.874 | -15.0 | 2.6 | 0.5 | 11.8 | 12.6
CCCCNC(=O)COC(=O)CNC(=O)c1cc(Cl)cc([N+](=O)[O-])c1 | 1.03 | -2.6 | -16.4 | 0.932 | -7.0 | 3.5 | -8.5 | -16.1 | 6.8
C=CCOc1c2ccc(C(=O)NCc3ccccc3OC)cc2nn1C | 1.01 | -0.9 | -7.0 | 1.08 | -2.7 | 20.6 | -9.5 | -3.1 | -7.9
Cc1cc(NC(=O)c2cc(-c3ccco3)on2)no1 | 0.995 | 0.5 | 6.9 | 0.826 | 23.0 | 33.1 | -3.5 | 0.7 | 17.4
COc1cccc(C2/C(=C(\O)c3ccc4c(c3)OCCO4)C(=O)C(=O)N2c2nnc(C)s2)c1 (stereo not given) | 0.96 | 4.0 | -17.9 | 0.976 | -4.2 | 12.3 | 4.9 | -11.8 | 2.4
COc1ccccc1NC(=O)c1ccc(S(=O)(=O)N(C)c2ccccc2)cc1 | 0.954 | 4.6 | 5.7 | 1.06 | 4.9 | 28.0 | 9.5 | 3.4 | -6.2
COC(=O)[C@]1(C)N[C@H](CN(C)C(=O)Nc2ccc(F)cc2)[C@@H]2C(=O)N(C)C(=O)[C@@H]21 | 0.912 | 8.8 | -26.4 | 0.957 | 0.4 | 9.9 | -13.2 | -7.8 | 4.3
O=C(NCCc1c[nH]c2ccccc12)C(=O)NCC(c1cccnc1)N1CCN(c2ccccc2)CC1 (stereo not given) | 1.03 | -3.3 | -14.6 | 0.89 | -3.1 | 2.9 | 22.6 | -8.9 | 11.0
CC(C)Cc1ccc(C(C)NC(=O)c2ccc(=O)[nH]c2)cc1 (stereo not given) | 0.925 | 7.5 | -16.6 | 0.991 | -29.9 | 4.6 | 0.0 | -7.5 | 0.9
CCC(NS(=O)(=O)c1ccc(C)cc1)C(=O)Nc1ccc(NC(C)=O)cc1 (stereo not given) | 1.05 | -5.2 | -1.7 | 1.34 | 1.0 | 11.5 | -7.4 | -1.7 | -33.9
CC(C)(C)[C@H]1CCC(=O)N([C@H](CC#N)Cc2ccccc2)CC1 | 0.978 | 2.2 | 22.5 | 1.01 | 11.8 | -2.6 | 12.4 | -4.9 | -1.0
COc1ccc(-c2c([C@H]3[C@H]4C=CC[C@@H](C)[C@@H]4C(=O)N3Cc3ccccc3)ccc3ccccc23)cc1 | 1.13 | -12.9 | 14.1 | 1.18 | 10.5 | 7.7 | 21.6 | -5.4 | -18.0
COc1ccc(NC(=O)CSc2nnc(-c3cccs3)n2-c2ccccc2)cc1 | 0.975 | 2.5 | -15.4 | 0.997 | -11.8 | 16.6 | -1.5 | 6.9 | 0.3
Cc1csc(NC(=O)CSc2nnc(-c3ccc(S(=O)(=O)N4CCCC4)cc3)o2)n1 | 0.989 | 1.1 | 13.3 | 1.19 | -14.0 | 10.7 | -3.4 | -1.4 | -18.9
C=CCSc1nnc(N2C(=O)C(O)=C(C(=O)c3ccco3)C2c2ccc(F)cc2)s1 (stereo not given) | 0.866 | 13.5 | -4.8 | 0.97 | 1.9 | 21.1 | -3.8 | 4.3 | 3.0
CC(c1ccco1)N(C(=O)c1ccccc1NS(=O)(=O)c1ccc(Cl)c([N+](=O)[O-])c1)c1ccccn1 (stereo not given) | 0.866 | 13.4 | 34.4 | 1.2 | 34.1 | -6.7 | 10.8 | 13.1 | -20.0
O=C(C[C@@H]1C/C=C\C[C@H](Cc2ccc(F)cc2)C(=O)OC[C@@H]2CCCN2C1=O)N[C@H](CO)Cc1ccccc1 | 1.05 | -4.7 | 8.4 | 0.929 | -1.7 | 13.0 | 9.4 | -10.8 | 7.1
Cc1cccc2cc(C3CC(c4ccco4)=NN3C(=O)CCC(=O)O)c(Cl)nc12 (stereo not given) | 0.873 | 12.7 | 14.5 | 1.03 | 15.8 | 2.2 | 6.9 | -0.8 | -3.0
Cn1c(N)c(C(=O)COC(=O)COc2cc(Cl)c(Cl)cc2Cl)c(=O)n(C)c1=O | 1.06 | -6.4 | -3.4 | 1.07 | -8.4 | 20.7 | 7.7 | -1.7 | -6.7
CCOC(=O)CSc1nnc(CNc2ccccc2Cl)n1-c1ccccc1 | 1.02 | -2.2 | 45.2* | 1.01 | 2.8 | -20.5 | 21.7 | -16.4 | -1.3
O=c1[nH]c2ccccc2nc1/C=C/c1ccc(F)cc1 | 0.94 | 6.0 | 19.8 | 1.13 | 16.0 | 24.7 | 10.9 | -6.0 | -13.0
O=C(CN1CCN(S(=O)(=O)c2ccc(F)c(Cl)c2)CC1)N1CCc2ccccc21 | 0.966 | 3.4 | 36.7 | 1.05 | 15.4 | 15.2 | -8.7 | -3.7 | -4.6
COc1cc(/C=C/C(=O)OCC(=O)NC(=O)NC(C)(C)C)cc(OC)c1OC | 1.04 | -3.9 | 16.0 | 1.1 | 4.5 | 26.6 | 7.8 | -9.0 | -10.3
O=C(C1=C(O)C(=O)N(CCN2CCOCC2)C1c1ccc(F)cc1)c1cccs1 (stereo not given) | 1.09 | -8.6 | 4.3 | 1.03 | -3.4 | -6.2 | 1.4 | 3.0 | -2.8
Cc1cc(=O)oc2cc(OCC(=O)NCCN3CCOCC3)ccc12 | 0.923 | 7.7 | 9.2 | 0.877 | -4.2 | 11.2 | -7.2 | 0.5 | 12.3
CC1=NN(c2ccccc2)C(=O)/C1=C/c1c(C)[nH]n(-c2ccc(C)cc2)c1=O | 1.04 | -4.2 | 17.8 | 1.04 | -11.6 | 5.8 | 0.3 | / | -4.0
O=C(COC(=O)C1CCC1)NCc1ccc(F)cc1 | 0.974 | 2.6 | 6.3 | 1.02 | 3.3 | 4.3 | -2.4 | 1.3 | -2.3
Cc1onc(-c2c(Cl)cccc2Cl)c1NC(=O)NN(C)C | 1 | -0.3 | -9.8 | 1.1 | -5.3 | 8.2 | 5.6 | 13.9 | -10.0
Cc1cc(Cl)ccc1NC(=O)CN1CCC(C(O)(c2ccccc2)c2ccccc2)CC1 | 0.956 | 4.4 | 34.6 | 0.946 | 31.0 | 7.3 | 17.1 | 3.4 | 5.4

Assay outcomes deposited in PubChem BioAssay by Sanford-Burnham Center for Chemical Genomics.

No enrichment for hits. About 4.5% of those tested had a hit in this group.
